# Screening data deposited in PubChem by National Center for Advancing Translational Sciences (NCATS).
# S3 lipid droplet = qHTS Assay for Lipid Storage Modulators in Drosophila S3 Cells. Drosophila S3 cells, BODIPY lipid droplet fluorescence, 18-24 h; cells fed with added oleic acid. Potency in µM for hits, for the others lipid storage change, negative = inhibition, % at the top dose, mostly 46.1 µM. 0.64% of 320,000 active; active = well fitted inhibition curve with a large enough effect in the signal ratio, with a control signal flat, not every such curve was filed as active; inconclusive = small, poorly fitted or top-dose-only effect, or effect the other way, or a change in a side signal; the % refers to the signal ratio
#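 Drosophila S3 cells got compounds at several concentrations plus oleic acid (400 uM solution). Laser-scanning cytometry with 488 nm excitation read lipid droplets at 500-530 nm and cells at 575-640 nm. Percent activity was relative to 20 uM Triacsin C.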
# S3 lipid droplet cell count max = second read-out of S3 lipid droplet, no call of its own (marks repeat the call); cell number change, %; measured here: cell count max response;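 cells counted by Cell Tracker Red CMTPX staining in the red channel; peak over a dose series mostly up to 46.1 µM; percent activity relative to internal control wells on each plate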
# * marks the source's active call; other numbers are inactive results; i = inactive; ? = inconclusive; . = not tested or not shown; [ ] = another dose, or the depositor's remark. % is set by controls: 0 for no effect and ±100 for the full control effect; potency is the fitted concentration of half-maximal effect. These rows are one share of the data; the hit share may differ from the screen's.
S3 lipid droplet	S3 lipid droplet cell count max	compound
10.2%	2.3	O=C(Nc1cccc([N+](=O)[O-])c1)c1ccncc1
4.8%	-19.4	CCCCCOc1ccccc1C(=O)NCC(=O)O
13.1%	-12.8	COCCN(Cc1nc2ccccc2c(=O)[nH]1)C(=O)COc1c(C)cc(Cl)cc1C
0.4%	5.7	C=CCc1ccc(OCCOCCOc2cccc3ccc(C)nc23)c(OC)c1
i	.	COc1ccc(OCCN(C)Cc2ccccc2)cc1
?	.	CC(Sc1ccccc1)C(=O)NN=C1CCN(C)CC1 (stereo not drawn)
-26.0%	7.5	N#C/C(=C\c1ccc(OC(F)F)cc1)C(=O)N1CCCCC1
1.4%	9.6	CCOCCCNc1c2c(nc3cc(-c4ccc(F)cc4)nn13)CCC2
17.2%	.	O=C(CSC1=N/C(=C/c2ccc(Cl)c(Cl)c2)C(=O)N1c1ccccc1F)NC1CC1
13.8%	0.6	OCCC1CN(Cc2cc(F)ccc2-n2cccn2)CCN1Cc1ccc(F)cc1 (stereo not drawn)
-7.3%	3.9	CCOc1cccc(C2C(C#N)=C(N)Oc3cc(C)n(Cc4ccccn4)c(=O)c32)c1OCC (stereo not drawn)
?	.	CCOc1ccc2nc(SCC(=O)NCc3ccco3)sc2c1
?	.	Cc1c(Cc2ccccc2)c(=O)oc2cc(OCC(=O)NCC(O)c3ccccc3)ccc12 (stereo not drawn)
23.9%[0.369 µM]	-2.4	COc1ccccc1C(=O)NNC(=O)c1ccc(NS(=O)(=O)c2cccs2)cc1
?	.	COc1cc(/C=N/NC(=O)CC2(C)OCCCO2)ccc1OCc1ccc(Cl)cc1Cl
i	-3.4	CSC1=NSC2=NC(=O)/C(=C\c3ccc(OC(=O)c4ccco4)cc3)C(=N)N12
-3.9%[9.22 µM]	11.3	CON(C)S(=O)(=O)c1ccc2c(c1)N(Cc1ccc(C)cc1)C(=O)C1CCCN21 (stereo not drawn)
-25.6%	-28.5	CC(C)(C)NC(=O)CSC(=Nc1cccc(F)c1)NC#N
?	.	CCN1CCN(C(=O)c2ccc(C(F)(F)F)cc2)CC1
?	.	COC(=O)C1CCN(C(=O)COC(=O)C2CCN(S(=O)(=O)c3c(Cl)cccc3Cl)CC2)CC1

# By substructure: the entries above with a Cl atom (4)
S3 lipid droplet	S3 lipid droplet cell count max	compound
13.1%	-12.8	COCCN(Cc1nc2ccccc2c(=O)[nH]1)C(=O)COc1c(C)cc(Cl)cc1C
17.2%	.	O=C(CSC1=N/C(=C/c2ccc(Cl)c(Cl)c2)C(=O)N1c1ccccc1F)NC1CC1
?	.	COc1cc(/C=N/NC(=O)CC2(C)OCCCO2)ccc1OCc1ccc(Cl)cc1Cl
?	.	COC(=O)C1CCN(C(=O)COC(=O)C2CCN(S(=O)(=O)c3c(Cl)cccc3Cl)CC2)CC1

# Next section:
S3 lipid droplet	S3 lipid droplet cell count max	compound
1.8%	4.5	CC(=O)Nc1ccc(C(=O)N/N=C/c2ccc(F)cc2)cc1
18.1%	19.8	CCCNC(=O)c1ccc2c(=O)c(O)c(C)[nH]c2c1
i	2.7	c1ccc(-c2nc3ccccc3c3nncn23)cc1
0.3%	9.2	O=C(NCCc1ccccc1)C1COc2ccccc2O1 (stereo not drawn)
?	.	CCc1ccccc1OCC(=O)Nc1cccc(S(=O)(=O)NC2=NCCCCC2)c1
-1.5%	16.0	C[C@](N)(Cc1ccc(O)c(O)c1)C(=O)O
0.3%	11.4	O=C(CCc1ccc(O)cc1)N/N=C/c1coc2ccccc2c1=O
?	.	Cc1cnc(C(=O)OCC(=O)Nc2cc(-c3ccccc3)nn2-c2ccccc2)cn1
?	.	O=C(Nc1ccc(N2CCN(C(=O)c3ccc(Cl)cc3)CC2)cc1)c1cc2ccccc2o1
?	.	Cc1ccc(C)c(N(CC(=O)NC2CCCC2)S(=O)(=O)c2ccccc2)c1
-7.9%	19.2	CCOCCCNc1nc2c(-c3ccccc3)nnn2c2ccccc12
-5.5%	5.2	O=[N+]([O-])c1ccc(/C=N/Nc2cc(Cl)nc(-c3ccccc3)n2)cc1
?	.	CCCn1c(N2CCN(C(=O)Nc3ccccc3)CC2)nc2ccccc21
?	.	CC1=CC=CC2=NC(=O)CC(C)(C(=O)N(CC(=O)NC(C)C)C3CCCC3)N12 (stereo not drawn)
?	.	CC(C)N(Cc1ccccc1)C(=O)CCc1ccccc1
3.1%	9.9	O=C(NN1C(=O)C2C3C=CC([C@H]4CC34)[C@@H]2C1=O)c1ccc(Br)cc1 (stereo partly drawn)
?	.	COc1ccc(/C=N/NC(C)(C)C)c(OC)c1
18.4%	-8.8	Cc1nc2scc(C)n2c(=O)c1S(=O)(=O)NCc1ccccc1Cl
?	.	Cn1cccc1/C=C1\SC(=O)N(c2ccc(O)cc2)C1=O
23.3%	-1.7	O=C(CNC(=O)c1ccc(Cl)cc1)NCC(F)(F)F
?	.	CSc1ccccc1C(=O)C1CCCN(C(=O)c2ccc(N3CCOCC3)cc2)C1 (stereo not drawn)
?	.	O=C(NC1CCN(C(=O)NC2CCCCC2)CC1)c1ccco1
?	.	Cc1ccc(NC(=O)C2CCCN2C(=O)OCc2ccccc2)cc1C (stereo not drawn)
?	.	O=C1c2ccccc2C(=O)c2c1cccc2N1CCOCC1
?	.	Cc1ccc(C(=O)Nc2ccc(NC(=O)c3cccs3)cc2)cc1[N+](=O)[O-]
?	.	COc1ccc(NC(=O)CN2C(=O)/C(=C3\SC(=S)N(C4CCS(=O)(=O)C4)C3=O)c3ccccc32)cc1 (stereo not drawn)
?	.	COc1ccccc1N(C)S(=O)(=O)c1ccc(C(=O)N2CCCC(C(F)(F)F)C2)cc1 (stereo not drawn)
?	.	COc1ccccc1NS(=O)(=O)c1cc([N+](=O)[O-])ccc1N/N=C/c1sc(N2CCOCC2)nc1-c1ccccc1
3.0%	3.1	COc1ccccc1CNCc1ccc(C)cc1
?	.	Cc1ccc(NC(=O)COC(=O)CCn2c(C)csc2=O)cc1S(=O)(=O)N1CCOCC1
?	.	CCCCn1c(=O)[nH]c(=O)c2c1nc(-c1ccccc1F)n2Cc1ccccc1
i	.	Cc1cc(SCC(=O)NC2(C#N)CCCCC2)nc2c(C)cccc12
?	.	O=C(CCc1nnc2ccc(N3CCCC3)nn12)Nc1ccc(F)cc1F
-5.0%	0.5	CCOc1ccc(/C=N/Nc2nc(=O)[nH]nc2C)cc1OC
i	-24.9	CCOC(=O)C1CCCN(Cc2ccc(-c3ccccc3)cc2)C1 (stereo not drawn)
20.6µM*	-8.1*	CC(C)(C)c1ccc(Cn2nnc3c(=O)[nH]c(C4CCN(C(=O)c5ccco5)CC4)nc32)cc1
i	-32.2	CCc1nc(N2CCOCC2)c(C#N)c2c1CCCC2
-5.8%	2.4	O=C1CCN(Cc2ccc(Cl)cc2)N1
?	.	O=C(NCc1cccnc1)c1csc2c1CCCC2
3.4%	0.4	CN1CCC(OC(=O)COc2ccc(F)cc2)CC1
?	.	O=C(CCc1nc2cccnc2n1Cc1ccccc1)NCCc1ccc(Cl)cc1
-9.2%	3.4	CSc1cccc(NC(=S)N(Cc2ccc(C)cc2)Cc2cccnc2)c1
-1.0%	9.7	CCN1C(=NCc2cc(OC)c(OC)c(OC)c2)N[C@@H](c2ccccc2)C(C(=O)OC)=C1C
-2.8%	21.0	C/C(Cl)=C\CSc1nnc2n(N)c(=O)c3ccccc3n12
-11.9%	-18.1	COc1ccc2c(c1)O/C(=C\c1sccc1C)C2=O
?	.	COCCCn1c(SCc2ccc(OC)cc2)nc2cc(OC)c(OC)cc2c1=N
?	.	COc1ccc2c(c1)C(C)=CC(C)(C)N2S(=O)(=O)c1ccc(NC(C)=O)cc1
-2.2%	-3.3	O=C(CSc1nnc(NC(=O)c2c(F)cccc2Cl)s1)Nc1ccccc1F
?	.	O=C(CCOc1ccccc1)OCC(=O)c1cc2ccccc2o1
?	.	CCOC(=O)C1=C(CSCC(=O)OC)NC(=O)NC1c1cc(C)ccc1C (stereo not drawn)

# Continuation:
S3 lipid droplet	S3 lipid droplet cell count max	compound
21.3%	.	Cc1nc2ccccn2c1C(=O)NN=C1CCN(C)CC1
11.9%	11.8	CCOc1ccc(CCNC(=O)C2CCN(S(=O)(=O)c3ccc(C)cc3)CC2)cc1OCC
?	.	CCOC(=O)C1CCN(S(=O)(=O)c2cccc3nonc23)CC1
?	.	COc1cccc(C2/C(=C(\O)c3ccc4c(c3)OCCO4)C(=O)C(=O)N2c2nnc(C)s2)c1 (stereo not drawn)
?	.	COc1ccc2nc(NC(=O)CN(c3ccc(C)cc3)S(=O)(=O)c3c(C)nn(C)c3C)sc2c1
12.8%	-12.9	Cc1ccc(Nc2nc(C)c(CCC(C)C)c(=O)[nH]2)cc1
?	.	NC(=O)c1ccsc1NC(=O)CCS(=O)(=O)c1ccc(F)cc1
-6.8%	2.8	Cc1cc(C)c2cc(C#N)c(NCCNC(=S)NCCCN3CCOCC3)nc2c1
8.7%	12.3	CC(C)(C)NC(=O)CSCc1c(Cl)cccc1Cl
8.8%	-1.7	O=C(NCC1CCCO1)C(c1cccs1)N(Cc1ccccc1)C(=O)c1ccc(-c2ccccc2)[nH]1 (stereo not drawn)
?	.	Cc1csc(=O)n1CCC(=O)OCC(=O)NCc1ccc(Cl)cc1Cl
-5.2%	-0.8	CCNc1nc(Oc2ccc(=O)n(-c3ccccc3)n2)nc(N(C)C)n1
5.4%	3.6	COc1cccc(-n2nc(C(=O)N3CC(C)CC(C)C3)c3ccccc3c2=O)c1 (stereo not drawn)
20.0%	-2.0	Cn1c(Oc2ccc(Cl)c3cccnc23)nc2c1c(=O)n(Cc1ccccc1Cl)c(=O)n2C
?	.	COc1ccc2nc(NNC(=O)C3COc4ccccc4O3)sc2c1 (stereo not drawn)
?	.	Fc1ccccc1CNc1nc(-c2cccnc2)nc2ccccc12
?	.	Cc1ccc(Cc2cnc(N)s2)o1
28.9%	8.5	CCCCc1cc(C)c(S(=O)(=O)c2ccccc2C)c(=O)[nH]1
?	.	O=C(CN1CCC(N2CCCCC2)CC1)N1CCOCC1
-68.7%[0.0737 µM]	.	O=C(CCc1ccccc1)Nc1cc(S(=O)(=O)N2CCOCC2)ccc1N1CCCC1
?	.	C[C@]12C(=O)N(c3ccc(F)cc3)C(=O)N1[C@@H]1c3ccccc3OC[C@@H]1[C@H]2c1ccccc1
?	.	COc1cc(CC(=O)NCc2cccs2)cc(OC)c1OC
i	-7.3	Cc1cc(N2C(=O)C(O)=C(C(=O)c3ccc(C)o3)C2c2ccc([N+](=O)[O-])cc2)no1 (stereo not drawn)
?	.	Cc1ccc(C(C(=O)NC2CCCC2)N(Cc2ccco2)C(=O)CCC(=O)Nc2ccccn2)cc1 (stereo not drawn)
?	.	O=C(CN1CCCC1)Nc1nc(-c2ccc3c(c2)CCN3C(=O)c2ccccc2F)cs1
-4.5%	-10.5	CCOc1ccccc1NC(=O)COC(=O)Cc1ccc(-c2ccccc2)cc1
0.1%	2.5	O=C(NOC(=O)c1ccccc1)c1ccccc1
-3.3%	-5.9	CC(C)(C)c1ccccc1NC(=O)CN1C(=O)NC2(CCCCCC2)C1=O
?	.	Cc1ccc(S(=O)(=O)N2CCN(C(=O)COc3ccc(Br)cc3)CC2)cc1
?	.	O=C(OCC(=O)N1CCCc2ccccc21)c1cc(Cl)ccc1O

# A few values from the list:
# S3 lipid droplet cell count max, Cc1cc(N2C(=O)C(O)=C(C(=O)c3ccc(C)o3)C2c2ccc([N+](=O)[O-])cc2)no1 (stereo not drawn) stands at -7.3
# S3 lipid droplet, C/C(Cl)=C\CSc1nnc2n(N)c(=O)c3ccccc3n12 stands at -2.8%

# Returning to the listing, repeating the 3 entries before the break.
S3 lipid droplet	S3 lipid droplet cell count max	compound
-3.3%	-5.9	CC(C)(C)c1ccccc1NC(=O)CN1C(=O)NC2(CCCCCC2)C1=O
?	.	Cc1ccc(S(=O)(=O)N2CCN(C(=O)COc3ccc(Br)cc3)CC2)cc1
?	.	O=C(OCC(=O)N1CCCc2ccccc21)c1cc(Cl)ccc1O
i	7.9	O=C1CC(N2CCN(Cc3ccccc3)CC2)C(=O)N1c1ccc2c(c1)OCCO2 (stereo not drawn)
?	.	CC1Cc2ccccc2N1S(=O)(=O)c1cccc(C(=O)NCCCO)c1 (stereo not drawn)
?	.	COc1ccc(C(=O)NNS(=O)(=O)c2ccccc2)cc1
-7.6%	-10.0	CCn1c(CNc2ccc(F)cc2)nnc1SCC(=O)Nc1ccc(OC)cc1
?	.	Cc1nc(CC(=O)NNS(=O)(=O)c2ccc3ccccc3c2)cs1
?	.	O=C(OCc1nnc(-c2ccccc2)o1)c1ccco1
-11.8%	-10.7	CCOC(=O)c1ccc(NS(=O)(=O)c2cn(C)cn2)cc1
?	.	Cc1ccc2c(c1)/C(=C/c1ccccc1F)C(=O)N2
?	.	O=C(CCCSc1nnc(Nc2ccccc2F)s1)N1CCOCC1
3.66µM*	.	CCCN(CC(=O)Nc1ccccc1OC)C(=O)C1CCCC1
5.2%	6.3	O=Cc1c(Nc2cccc(C(F)(F)F)c2)nc2ccccn2c1=O
i	.	COc1ccc(OC)c(C(=O)COC(=O)C(CCSC)NC(=O)COc2ccccc2)c1 (stereo not drawn)
i	0.7	O=C(COC(=O)/C=C/c1ccc(S(=O)(=O)N2CCOCC2)cc1)NCc1ccccc1
0.5%	17.8	CC1CCCC(NC(=O)c2ccc3c(SCC(=O)O)c4c(nc3c2)CCC4)C1C (stereo not drawn)
?	.	CCN(CC)S(=O)(=O)c1cc(NC(=O)NCCCl)ccc1C
?	.	O=C1OCCN1C(=O)[C@H]1[C@H](c2ccc(F)cc2)C(c2ccc(F)cc2)=NN1c1ccc(Br)cc1
?	.	O=C(C1=NN(c2ccccc2)C(=O)CC1)N1CCc2ccccc2C1
-14.3%	-10.9	O=C(O)CNC(=O)c1ccc(Sc2ccccc2)c([N+](=O)[O-])c1
